Compound activity as filed in PubChem BioAssay.
Epigenetic mod: epigenetic GFP locus derepression in mouse cells; Potency, µM (series often up to 46.1 µM), for the others: at the highest dose GFP derepression (activation); mouse C127i GFP locus derepression, cytometry, 30 h; 0.09% of 68,000 active; further: % of control where 0% means no effect
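Read-out is the number of GFP-positive cells, scored as fluorescent objects 20 to 120 um wide, reflecting derepression of a silenced CMV-GFP reporter in murine C127i cells after 30 h compound exposure at 37 C.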
A350 fluor: compound fluoresces in the Alexa 350 spectral region. 11% of 59,000 active. Compound autofluorescence, 340/450 nm, Alexa 350 dye-equivalents; stronger effect = higher value. max dye-equivalent concentration, M; in the data active means max dye-equivalent concentration above about 10 nM; inconclusive means mostly about 1.1 nM to 9.6 nM
Ub-GFP proteasome: proteasome inhibitors stabilizing ubiquitin-GFP reporter; Ubiquitin-GFP reporter cells, proteasome inhibition, GFP fluorescence; response scale: untreated = 0%, 10 µM MG-132 = 100%; Potency, µM (top dose mostly 45.9 µM), inactives show at the highest dose activation (GFP accumulation), hits mostly activators; 67,000 tested, under 10 active; AID 526; active means well fitted activation curve with a large enough effect, not every such curve was filed as active; inconclusive means small, poorly fitted or top-dose-only effect, or another doubt; inactive means no such curve, though single readings can be large or run the other way; further: potency means the concentration at half of the fitted maximal effect
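GFP accumulation read-out: laser plate cytometry counting ubiquitin(G76V)-GFP-expressing U2OS cells after 4 hr compound exposure at 37 °C. Titrations spanned 46 uM to 2.9 nM; 0% = basal, 100% = 10 uM MG-132; concentration-response curves fitted.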
TexasRed autofl: Texas Red region autofluorescence. max dye-equivalent concentration, M. Compound fluorescence, Texas Red channel, 547/618 nm; stronger effect = higher value. 0.06% of 59,000 active. AID 587; in the data active means max dye-equivalent concentration above about 10 nM; inconclusive means between about 1.1 nM and that limit
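Fluorescence at ex 547/em 618 nm, normalized against an on-plate Texas Red standard series to give dye-equivalent concentration per compound concentration. Buffer 100 mM Tris, pH 8.0; 15 min RT incubation before CCD imaging.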
4MU fluor: compound fluoresces in the 4-MU spectral region; 11% of 59,000 active; AID 589; compound autofluorescence, 340/450 nm, 4-MU equivalents; stronger effect = higher value; max dye-equivalent concentration, M; in the data active means max dye-equivalent concentration above about 10 nM; inconclusive means mostly about 1.1 nM to 9.6 nM
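Intrinsic fluorescence at 340/450 nm (ex/em) was read after 15 min at room temperature in pH 8.0, 100 mM Tris. Each compound concentration expressed as 4-MU-equivalent concentration from a six-point 4-MU standard series on each plate.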
CRE Fsk mod: CRE-bla signaling modulation under forskolin stimulation; CHO CRE-bla reporter (cAMP response element driving beta-lactamase), forskolin EC10, beta-lactamase ratio; Potency, µM (doses to about 38.2 µM), inactives show at the top dose activity change, negative = inhibition, actives largely listed as activators; 2.5% of 71,000 active; AID 662; active means well fitted activation curve with a large enough effect in the signal ratio, with a control signal flat, not every such curve was filed as active; inconclusive means small, poorly fitted or top-dose-only effect, or effect the other way, or a change in a side signal; the % refers to the signal ratio; further: potency means the concentration at half of the fitted maximal effect; % of control where 0% means no effect
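Forskolin analogue NKH 477 at EC10 stimulated CRE-driven beta-lactamase in CHO cells alongside compound dilution series. Beta-lactamase was measured with CCF4, excitation 405 nm, emission ratio 460/530 nm.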
FLuc inh: blocks Photinus pyralis firefly luciferase activity. P08659. AID 411. 2.2% of 72,000 active. purified firefly luciferase, luminescence, 8 min. Potency, µM (titrated, usually from 57.1 µM), for inactives: at the top dose activity change, negative = inhibition, actives largely listed as inhibitors; further: potency means the concentration at half of the fitted maximal effect; on the % scale 0 is the no-effect control and ±100 the full control effect; nearly all actives have a fitted effect of over 40% in size
Target sequence (P08659 whole entry, looked up): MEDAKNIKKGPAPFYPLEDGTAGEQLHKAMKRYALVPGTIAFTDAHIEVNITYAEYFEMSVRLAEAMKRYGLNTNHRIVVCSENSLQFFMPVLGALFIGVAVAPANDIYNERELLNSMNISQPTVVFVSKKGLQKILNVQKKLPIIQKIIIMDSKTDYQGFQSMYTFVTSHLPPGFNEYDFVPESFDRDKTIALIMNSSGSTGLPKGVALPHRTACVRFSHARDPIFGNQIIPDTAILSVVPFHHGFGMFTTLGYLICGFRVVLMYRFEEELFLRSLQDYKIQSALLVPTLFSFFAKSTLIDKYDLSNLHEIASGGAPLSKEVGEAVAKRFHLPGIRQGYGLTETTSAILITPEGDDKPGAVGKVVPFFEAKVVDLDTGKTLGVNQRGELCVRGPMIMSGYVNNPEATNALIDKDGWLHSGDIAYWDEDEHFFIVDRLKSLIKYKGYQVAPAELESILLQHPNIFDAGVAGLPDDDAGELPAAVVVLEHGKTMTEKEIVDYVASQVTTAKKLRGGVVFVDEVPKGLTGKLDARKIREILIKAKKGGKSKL
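Luminescence read-out after 8 min at room temperature; enzyme reaction used luciferin plus 10 uM ATP (linear range) in imidazole buffer pH 7.2 with KCl, MgCl2, Tween 20 and BSA. Each sample was run as a titration.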
ERK AVP inh: inhibitors of vasopressin-stimulated ERK signaling pathway; HEK293-V1b, vasopressin-stimulated pERK AlphaScreen; Potency, µM (doses to about 57.5 µM), inactives show at the top dose activity, negative = inhibition, actives largely listed as inhibitors; 0.99% of 72,000 active; further: potency means the concentration at half of the fitted maximal effect; on the % scale 0 is the no-effect control and ±100 the full control effect; nearly all actives have a fitted effect of over 55% in size
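V1b-HEK293 cells; cpd 30 min 37C; 25 nM vasopressin 5 min; lyse 10 min; AlphaScreen beads 5 hr RT. Normalized to DMSO basal and 25 nM vasopressin; AC50 by Hill fit.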
Fluorescein fluor: compound autofluorescence in fluorescein spectral region. Compound autofluorescence, 480/540 nm, fluorescein-equivalent; stronger effect = higher value. max fluorescein-equivalent concentration, M. 0.91% of 59,000 active; in the data active means max fluorescein-equivalent concentration above about 10 nM; inconclusive means between about 1.1 nM and that limit
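Values reflect compound autofluorescence, normalized to fluorescein on the same plate and reported at each tested concentration. Conditions: 100 mM Tris pH 8.0, room temperature, 15 min, excitation 480 nm, emission 540 nm.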
Hsp90 Hop PPI: changes Hsp90-Hop TPR2A binding signal, up or down; 0.44% of 71,000 active; Potency, µM (series often up to 57 µM), inactives show top-dose activity change, negative = inhibition; AlphaScreen TPR2A-His6 binding biotin-Hsp90 C-terminal peptide; active means well fitted curve in either direction with a large enough effect; inconclusive means small, poorly fitted or top-dose-only effect, or another doubt; further: potency means the concentration at half of the fitted maximal effect; on the % scale 0 is the no-effect control and ±100 the full control effect; many of its hits are not listed in these tables
HBB splicing: modulators of hemoglobin beta chain splicing; HBB splicing reporter cell assay, activation; EGFP reporter with mutant IVS2-654 intron; response scale: normalised to 500 nM splice-correcting PNA; Potency, µM (series often up to 46.1 µM), without a hit: at the top dose activation, hits mostly activators; 0.06% of 65,000 active; further: potency means the concentration at half of the fitted maximal effect; 0% is about no effect
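HeLa cells stably expressing EGFP interrupted by mutant beta-globin intron 2 (IVS2-654), 500/well in 2% FCS. Treated with compound for 2 days at 37C. Splicing correction scored as total well GFP intensity (488 nm excitation, 500-520 nm emission); 500 nM antisense PNA served as control.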
An asterisk follows results filed as active; i = inactive; ? = inconclusive; · = not tested or not shown; & = joins results of further samples; [ ] = remark or other dose. Unless noted, the call rests on the fitted dose curve; in most records, active means well fitted curve in the direction sought with a large enough effect; inconclusive means small, poorly fitted or top-dose-only effect, or another doubt; inactive means no such curve, though single readings can be large; an effect the other way counts as inactive or inconclusive. The list is partial; count on the stated rates, not on these rows.

SMILES | Epigenetic mod | A350 fluor | Ub-GFP proteasome | TexasRed autofl | 4MU fluor | CRE Fsk mod | FLuc inh | ERK AVP inh | Fluorescein fluor | Hsp90 Hop PPI | HBB splicing
COc1ccc(-c2nc(C#N)c(NCCCN3CCOCC3)o2)cc1 | -2% | · | -1% | · | · | 23% | -9% | -20% | · | -5% | 0.5%
C=CCNC(=O)CCCC(=O)NCC=C | 0% | i | -10% | ? | i | ? | 0% | -17% | i | -3% | 0.4%
CCCC(=O)Nc1nc2ccc3nc(C)sc3c2s1 | -3% | i | -1% | ? | i | ? | -4% | -22% | i | 3% | 0.6%[57.5 µM]
COc1cccc(-c2nc(NC3CC3)c3ccccc3n2)c1 | -3%[9.22 µM] | i | -4% | i | i | -2% | 0%[2.29 µM] | 13µM* | ? | ? | -1.9%
COc1ccc(OC)c(NC(=O)CNC(=O)Cn2cnc3ccccc3c2=O)c1 | 0% | ? | -2% | i | ? | ? | 2% | 2% | i | 1% | 3.4%
CCOc1ccc(NC(=O)CN2CCC(NC(=O)C3CCCCC3)CC2)cc1 | 3% | i | -2% | i | i | 3% | 1% | -26% | i | -2% | -0.7%
C1=CC2c3ccccc3NC(c3ccncc3)C2C1 (stereo unspecified) | 3% | i | -3% | i | i | ? | -7% | ? | i | ? | -0.4%[57.5 µM]
CCCCn1c(NC(=O)c2ccccc2)nc2ccccc21 | 1% | · | -12% | · | · | ? | -13% | -9% | · | 24% | -6.9%
O=C1CSC(=S)N1Cc1cccnc1 | 0% | · | -1% | · | · | -10% | 1% | ? | · | -7% | -0.9%
COC(=O)N1CCC[C@@]2(CCN(c3ncccn3)C2)C1 | -2%[9.22 µM] | i | -1% | i | i | 4% | 2%[11.4 µM] | -21% | i | 2% | -0.3%
O=C(O)[C@@H]1Cc2c([nH]c3ccccc23)[C@@H](CCCCO)N1 | -1%[9.22 µM] | 2.5e-08M* | -3%[9.17 µM] | i | 2.1e-08M* | 8%[7.6 µM] | 4%[11.4 µM] | 9%[11.5 µM] | ? | -4%[11 µM] | 1.1%[9.22 µM]
Cc1ccc(OC(=O)CCC(=O)Nc2ccc(S(=O)(=O)Nc3cc(C)on3)cc2)cc1 | 0% | · | -17%[9.17 µM] | · | · | 2%[7.6 µM] | 2% | -11% | · | -1%[11 µM] | 2.0%[0.0738 µM]
CCN(CC)CCCC(C)n1c(-c2ccccc2)nc2c(N3CCOCC3)nc(C)nc21 (stereo unspecified) | · | · | -4% | · | · | 5% | · | 12% | · | -3% | -0.4%
O=C(CN1C(=O)CCC1=O)Nc1ccc2c3c(cccc13)CC2 | -1% | 1.7e-08M* | -2% | i | 1.3e-08M* | ? | -39% | -1% | ? | -1% | -3.4%
CNc1sc(C(=O)c2cccs2)c(N)c1-c1nc2ccccc2s1 | 1% | i | 0% | ? | i | ? | -13% | 15% | i | ? | -0.3%[57.5 µM]
CCn1cc(C(=O)NCc2ccccn2)c(=O)c2cc(F)c(N3CCN(C)CC3)cc21 | 2%[20.6 µM] | ? | · | i | ? | · | 1%[25.5 µM] | · | i | · | ·
CC(CN1CCN(C)CC1)OC(=O)c1ccc(Cl)cc1Cl (stereo unspecified) | 0%[20.6 µM] | i | · | i | i | · | 0%[25.5 µM] | · | ? | · | ·
COC(=O)c1cc2nc(-c3ccc(OC)cc3)cc(C(F)(F)F)n2n1 | 2% | · | 12% | · | · | 6% | 2% | -8% | · | 6% | -0.2%
Cc1ccc(S(=O)(=O)Cc2ccc(C(=O)NCCCN3CCCC3=O)o2)cc1 | 0% | i | -11% | i | i | -13% | 0% | 21% | i | 1% | -1.1%[1.84 µM]
CN(C(=O)NC(=O)C1=C(N2CCOCC2)/C(=C/c2ccccc2)CC1)S(C)(=O)=O | 0% | 1.8e-07M* | 6% | ? | 1.9e-07M* | ? | -2% | 1% | i | 0% | 0.0%[57.5 µM]
COc1ccccc1NC(=O)COc1ccc(CO)cc1Cl | 0% | i | -3% | i | i | ? | 4% | -20% | i | -2% | -1.3%
CCOC(=O)CSC1=C(C#N)C(c2ccc(Cl)cc2)C(C(=O)OC)C(=O)N1 (stereo unspecified) | 4% | i | -3% | ? | i | -8% | 3% | -18% | i | 2% | -0.4%
Cc1nn(C)cc1CNC(=O)C1C2CCC(O2)C1C(=O)O (stereo unspecified) | 2% | i | 9% | ? | i | ? | 1% | -4% | i | -8% | 2.6%
O=C(NCc1ccccc1)N1CCn2c(nc3ccccc32)C1 | -2% | ? | · | i | i | 9% | 0% | -15% | ? | -1% | 1.8%[0.369 µM]
Cc1cnc(CNc2ccnc(-c3ccoc3)n2)cn1 | -3%[9.22 µM] | i | 5% | i | i | 9% | -2%[2.29 µM] | -5% | i | -28% | 0.3%
(further entries)
SMILES | Epigenetic mod | A350 fluor | Ub-GFP proteasome | TexasRed autofl | 4MU fluor | CRE Fsk mod | FLuc inh | ERK AVP inh | Fluorescein fluor | Hsp90 Hop PPI | HBB splicing
CC(C)c1ccc(NS(=O)(=O)c2cn(C)c(=O)n(C)c2=O)cc1 | · | · | -15% | · | · | -9% | 1% | · | · | -3% | 0.1%
CSc1nnnc2ccccc12 | 7%[9.22 µM] | i | 3%[9.17 µM] | i | i | 0%[7.6 µM] | 1%[11.4 µM] | 9%[11.5 µM] | i | -3%[11 µM] | 0.2%[9.22 µM]
O=C(C1CCCCC1)N1CCC(c2nc3ccccc3[nH]2)CC1 | 1% | i | -5% | i | i | -1% | -2% | 9% | i | -4% | ·
Cc1cc(-c2nn3c(-c4ccccc4)nnc3s2)c2ccccc2n1 | 9% | i | -1% | i | i | 6% | 0% | -19% | i | -9% | -1.6%
NC(N)=NC(=O)c1nc(Cl)c(N2CCCCCC2)nc1N | -1% | ? | -8% | ? | ? | 13% | -29% | -1%&4% | i | -8% | -0.1%
COc1ccc(CN2C(=O)[C@@H]3C(c4ccc(F)cc4)=NO[C@@H]3C2=O)cc1 | 2% | i | -3% | i | i | ? | 3% | 14% | ? | 0% | -1.9%[57.5 µM]
COc1cc(OC)c(-c2nc3cnccc3n2C)cc1OC | 3% | ? | 1% | i | ? | ? | 1% | -21% | i | -2% | 0.1%
O=C(c1cccs1)N1CCn2c1nc1ccccc12 | -3% | i | -2% | ? | i | 7% | 16µM* | 1% | i | -3% | ·
Cc1ccc(-n2c(C)nc3oc4ccccc4c(=O)c3c2=O)cc1 | -1% | ? | ? | ? | ? | -7% | -9% | ? | ? | -4% | 1.9%
COc1ccc(C2C(C(=O)N3CCOCC3)CCC(=O)N2c2ccc(OC)cc2)cc1 (stereo unspecified) | 0% | i | 11% | i | i | ? | 1% | 11% | i | ? | -2.2%
CCOC(=O)N1CCN(C(=O)c2ccc3nc(C)sc3c2)CC1 | 3% | i | 5% | i | i | -7% | 2% | 34% | i | -1% | -0.3%
CCSc1nc2c([nH]c3ccccc32)c(=O)n1C | · | · | 1% | · | · | 4% | 6% | · | · | 0% | 0.1%
CCOC(=O)c1ccc(N2C(=O)C3C(C2=O)C(C(=O)c2ccc(Cl)cc2)N2CCCC32)cc1 (stereo unspecified) | 0% | ? | 4% | i | i | ? | -2% | 0% | 5.6e-08M* | -8% | 4.0%[1.84 µM]
CCN(CC)C(=O)C(C)OC(=O)COc1ccc(Cl)cc1C (stereo unspecified) | 2% | i | 11% | i | i | 3% | 0% | -19% | i | 5% | ·
CC(=O)c1ccccc1OCCCN1CCCCC1 | 2% | i | 9% | ? | i | 0% | -2% | 1% | i | -6% | 1.4%
Cc1[nH]c(=O)[nH]c(=O)c1S(=O)(=O)N1CCN(c2cccc(Cl)c2)CC1 | 8% | i | -1% | i | i | 1% | 0% | -17% | i | -1% | -0.7%
COC(=O)C(C)Sc1nnc(Cc2cc(=O)[nH]c(=O)[nH]2)n1-c1cccc(OC)c1 (stereo unspecified) | · | · | -11% | · | · | -1% | 5% | -29% | · | -2%[2.3 µM] | -0.5%
COC(=O)N1CCC2(CC1)CN(c1ccccc1)C2 | 7%[9.22 µM] | i | 0% | i | i | ? | 0%[11.4 µM] | -5% | ? | -5% | 3.4%
COc1cc([C@H]2[C@@H]3CCCC[C@]3(O)CCN2Cc2ccccc2F)ccc1O | -2% | i | -4% | i | i | -5% | 1% | -4% | i | -2% | -4.9%[57.5 µM]
CN(C)Cc1c(O)ccc2occ(C(=O)c3ccccc3)c12 | -3% | i | 0% | ? | i | -2% | -1% | -21% | i | -7% | -0.3%

Quoted at random: 2 records from the list
SMILES | Epigenetic mod | A350 fluor | Ub-GFP proteasome | TexasRed autofl | 4MU fluor | CRE Fsk mod | FLuc inh | ERK AVP inh | Fluorescein fluor | Hsp90 Hop PPI | HBB splicing
CCSc1nc2c([nH]c3ccccc32)c(=O)n1C | · | · | 1% | · | · | 4% | 6% | · | · | 0% | 0.1%
O=C(C1CCCCC1)N1CCC(c2nc3ccccc3[nH]2)CC1 | 1% | i | -5% | i | i | -1% | -2% | 9% | i | -4% | ·
